# ASAP1 GAP inh = inhibitors of human ASAP1 ArfGAP activity, primary screen, biochemical, fluorescence polarization; Arf-GAP with SH3 domain, ANK repeat and PH domain-containing protein 1 (Homo sapiens), …; inhibition, % at 16.5 µM; ASAP1-stimulated ARF1 GTP hydrolysis, GDP FP detection; actives 0.19% (n = 360,000); in the data active = inhibition above about 25%;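 also: 0% = vehicle with enzyme and substrate and 100% = no enzyme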
# Tn7 DDE FP = inhibitors of Tn7 peptide binding to fibrin DD(E), primary screen, biochemical, fluorescence polarization, human fibrin, Tn7 probe | Fibrinogen beta chain (Homo sapiens), P02675 | FP displacement of FITC-Tn7 peptide from fibrin DD(E); 0% = median of compound wells per plate | inhibition, % at 8.3 µM | actives 0.13% (n = 370,000) | AID 720508, 2013;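 active = inhibition above the mean of compounds falling within the control limits plus 3 SD of them, cut at about 14% in these data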;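 also: 0% = plate median of compound wells and 100% = 10 µM Aha-Tn7 peptide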
# Target sequence (P02675 whole entry, looked up): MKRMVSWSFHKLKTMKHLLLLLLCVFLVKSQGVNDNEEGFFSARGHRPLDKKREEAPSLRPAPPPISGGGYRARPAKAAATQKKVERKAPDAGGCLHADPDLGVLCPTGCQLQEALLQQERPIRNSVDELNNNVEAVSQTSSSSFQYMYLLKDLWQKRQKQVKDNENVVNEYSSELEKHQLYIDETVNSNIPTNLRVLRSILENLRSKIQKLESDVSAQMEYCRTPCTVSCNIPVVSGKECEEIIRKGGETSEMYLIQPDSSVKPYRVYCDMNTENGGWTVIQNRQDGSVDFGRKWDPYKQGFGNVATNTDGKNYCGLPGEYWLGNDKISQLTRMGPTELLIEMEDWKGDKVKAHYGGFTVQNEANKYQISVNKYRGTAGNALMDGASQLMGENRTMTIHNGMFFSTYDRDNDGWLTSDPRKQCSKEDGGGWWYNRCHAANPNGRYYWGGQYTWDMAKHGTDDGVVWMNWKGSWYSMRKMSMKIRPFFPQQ
#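 assay system = human clot-derived fibrin DD(E) complex | quantity = Fibrin-DD(E) at 2 µM final | timing = 10 min preincubation, 3 h with tracer, room temperature | signal = fluorescence polarization | measure = percent inhibition | benchmarks = high control wells with 10 µM unlabelled Aha-Tn7 peptide (full inhibition) | replicates = singlicate testing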
# Tn6 DDE FP = inhibitors of Tn6 peptide binding to fibrin DD(E), primary screen, biochemical, fluorescence polarization, human fibrin, Tn6 probe | Fibrin DD(E) TRITC-Tn6 fluorescence polarization displacement | inhibition, % at 8.3 µM | actives 0.21% (n = 370,000);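 active = inhibition above a per-campaign cutoff: mean of compounds within control limits plus 3 SD, cut at about 15% in these data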;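 also: 0% = median of all compound wells on the plate and 100% = blocking peptide control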
# PLCg1 inh = PLC-gamma1 enzyme inhibitors, primary screen, biochemical, fluorescence, purified enzyme. fluorogenic substrate. inhibition, % at 12.2 µM. actives 0.84% (n = 370,000). AID 720700, 2013; in the data active = inhibition above about 9.5%
# sPLA2-III inh = human group III sPLA2 inhibitors, primary screen, biochemical, QFRET, BODIPY PC-A2 liposome substrate; QFRET BODIPY PC-A2 liposome hydrolysis, fluorescence; Group 3 secretory phospholipase A2 (Homo sapiens), Q9NZ20; AID 743126, 2013; inhibition, % at 12.2 µM; actives 0.56% (n = 370,000);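 active = inhibition above mean plus 3 SD of compounds lying within the high and low control bounds, cut at about 19% in these data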;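 also: 0% = median of test compound wells and 100% = no enzyme DMSO wells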
# PLC-beta3 inh = human PLC-beta3 inhibitors, primary screen, biochemical, fluorescence; Purified PLC-beta3, fluorogenic substrate; inhibition, % at 12.2 µM; actives 0.18% (n = 370,000); AID 720704, 2013; in the data active = inhibition above about 11%;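 also: 0% = median of compound wells on plate and 100% = full blocker control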
# UHRF1 binding = UHRF1 methylated DNA binding inhibitors, primary screen, counter-screen for MBD2 inhibitor project, biochemical, TR-FRET, human UHRF1, single concentration. actives 0.75% (n = 370,000). UHRF1 binding to methylated oligo. E3 ubiquitin-protein ligase UHRF1 (Homo sapiens), Q96T88. AID 687016, 2013. inhibition, % at 4.4 µM; in the data active = inhibition above about 21%;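 also: UHRF1 SRA domain binding a hemimethylated CpG hairpin DNA probe; 0% = median of test compound wells and 100% = reference inhibitor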
# Rev-erbA mod = modulators of Rev-erb alpha DNA binding, primary screen, biochemical, FITC-DNA, fluorescence polarization, uHTS; Nuclear receptor subfamily 1 group D member 1 (Homo sapiens), P20393; Rev-erbα–FITC-DNA binding, 90 min; activity, % at 10 µM; actives 0.79% (n = 370,000); AID 1259318, 2017;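 active = activity above about 14%, limit read from the data; passing the limit was not always enough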;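 also: 0% = DMSO wells with 35 nM protein and 100% = DMSO wells with 750 nM protein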
# ARFGAP1 inh = inhibitors of rat ARFGAP1 GAP activity, primary screen, biochemical, fluorescence polarization, GDP tracer; ADP-ribosylation factor GTPase-activating protein 1 (Rattus norvegicus), Q62848; Arfgap1-stimulated ARF1 GTP hydrolysis, GDP FP detection; inhibition, % at 16.5 µM; actives 0.26% (n = 360,000); AID 651572, 2012;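 active = inhibition above a per-plate limit, mean inhibition of low control wells plus 3 SD, cut at about 25% in these data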;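 also: 0% = DMSO wells with enzyme and 100% = wells lacking Arfgap1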
# Target sequence (Q62848 1-136 limits assumed): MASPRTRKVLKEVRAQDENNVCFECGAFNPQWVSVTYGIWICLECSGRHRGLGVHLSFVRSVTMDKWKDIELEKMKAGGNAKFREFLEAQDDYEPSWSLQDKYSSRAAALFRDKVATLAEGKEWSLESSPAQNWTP
#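 Assay system: purified rat His6-Arfgap1 residues 1-136 (GAP domain); Reagent: human Δ17 ARF1 bound to GTP; Dosing: 16.5 µM single point, 1.26% DMSO; Times: GTP hydrolysis reaction 2 h at 25 °C; Signal: FP, GDP Alexa 633 tracer displaced from anti-GDP antibody, 620/688 nm; Measure: % inhibition from polarization.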
# proKLK7 act = proKLK7 zymogen activators, primary screen, biochemical, fluorescence intensity | Kallikrein-7 (Homo sapiens), P49862 | purified proKLK7, EDANS-DABCYL substrate fluorescence; 100% is mature enzyme control, 0% vehicle | activation, % at 7 µM | actives 0.9% (n = 370,000);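 active = activation above the mean of all tested compounds plus 3 SD, computed per campaign excluding outliers beyond control limits, cut at about 13% in these data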
# Target sequence (P49862 whole entry, looked up): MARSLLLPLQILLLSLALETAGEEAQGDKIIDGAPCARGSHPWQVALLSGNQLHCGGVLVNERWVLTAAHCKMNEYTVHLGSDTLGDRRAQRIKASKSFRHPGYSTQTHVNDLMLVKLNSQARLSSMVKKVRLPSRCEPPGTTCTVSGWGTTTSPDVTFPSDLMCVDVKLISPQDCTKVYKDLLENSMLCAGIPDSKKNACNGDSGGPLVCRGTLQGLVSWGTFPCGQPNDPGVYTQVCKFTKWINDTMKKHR
# Starred values were filed as active, the others as inactive; i = inactive.
1) O=S(=O)(NCCCO)c1ccc2c(c1)Cc1cc(S(=O)(=O)NCCCO)ccc1-2
2) O=C(CCCN1C(=O)/C(=C/c2ccccc2Cl)SC1=S)N1CCOCC1
3) Cc1ccc2nc(-c3cccs3)oc(=O)c2c1
4) CCOC(=O)C(NC(=O)c1ccccc1)(N1CCCC1=O)C(F)(F)F (stereo not given)
5) O=C1NCCN1CCNS(=O)(=O)c1ccc(F)cc1
6) Oc1ccc(C=Nc2ccccc2-c2nc3ccccc3[nH]2)cc1

Screen / compound no.	1	2	3	4	5	6
ASAP1 GAP inh	4	3	9	2	14	-5
Tn7 DDE FP	6	1	-2	-8	2	-1
Tn6 DDE FP	0	-9	-2	0	-6	-6
PLCg1 inh	4	5	-11	1	2	i
sPLA2-III inh	-8	5	-4	-1	7	-24
PLC-beta3 inh	2	-6	-20	6	1	i
UHRF1 binding	1	4	-1	-1	4	6
Rev-erbA mod	-5	5	1	2	0	2
ARFGAP1 inh	4	2	3	4	13	-1
proKLK7 act	-0.4	0.2	-0.4	-0.3	0.3	81*

7) COc1ccc(-c2csc(/N=C/N(C)C)n2)cc1OC
8) CCc1ccc(-c2cc(C)no2)cc1S(=O)(=O)NCc1ccccc1OC
9) Cc1ccnc2nc(C(=O)OCC(=O)N(Cc3ccccc3)C(C)C)nn12
10) COc1ccc(N(C(C)C(=O)NN=C2CCCC2)S(C)(=O)=O)cc1 (stereo not given)
11) COc1ccccc1/C=C/C(=O)NCC(=O)N/N=C(/C)c1ccco1
12) CC(=O)c1ccc(-c2cnc3c(NC=O)cc(-c4cnn(C)c4)cn23)cc1

Screen / compound no.	7	8	9	10	11	12
ASAP1 GAP inh	-6	11	3	-1	-4	23
Tn7 DDE FP	-3	-7	-2	2	-4	-3
Tn6 DDE FP	-6	-1	0	-10	-5	-3
PLCg1 inh	6	4	1	1	-8	-218
sPLA2-III inh	2	-23	6	-8	2	-7
PLC-beta3 inh	1	-6	-3	-1	-19	-289
UHRF1 binding	-4	-3	-2	1	-2	-10
Rev-erbA mod	0	-3	-9	2	-4	3
ARFGAP1 inh	4	0	3	6	-3	9
proKLK7 act	-0.5	-0.5	-0.5	-0.2	-0.2	-0.2

13) Cc1ccc(CS(=O)(=O)CCC(=O)NCCc2ccccc2)cc1
14) COc1cccc(CNC(C)C(=O)Nc2ccc(S(=O)(=O)N3CCCC3)cc2)c1 (stereo not given)
15) O=C(NC(=O)N1CCN(c2ccccc2)CC1)c1ccc(Cl)cc1
16) c1ccc2c(CSCCc3ccncc3)cccc2c1
17) CCC(=O)c1ccccc1OCCN1C(=O)NC(C)(C)C1=O
18) CCOC(=O)c1c(N2C(=O)C3CC(C)=C(C)CC3C2=O)sc(C)c1C (stereo not given)

Screen / compound no.	13	14	15	16	17	18
ASAP1 GAP inh	8	-13	-5	-4	2	-12
Tn7 DDE FP	-6	5	-5	6	2	-2
Tn6 DDE FP	2	3	-4	9	6	2
PLCg1 inh	2	-3	8	-4	0	0
sPLA2-III inh	1	-9	5	-5	1	-6
PLC-beta3 inh	-6	-4	4	-5	2	0
UHRF1 binding	0	-2	0	-2	7	2
Rev-erbA mod	-6	0	0	1	3	6
ARFGAP1 inh	4	0	2	4	2	-7
proKLK7 act	0.1	0.1	-0.2	0.5	-0.2	1.4

19) O=C(/C=C/c1ccccc1)Nc1scc(-c2ccccc2)c1C(=O)O
20) C=CCN1C(=S)N[C@@H]2CS(=O)(=O)C[C@@H]21
21) Cc1cccc(C(=S)N2CCOCC2)n1
22) COc1ccccc1-c1ccc(SCC(=O)Nc2cc(C)on2)nn1
23) CCc1cccc2c(=O)c(C(=O)N3CCOCC3)c[nH]c12
24) CC(=O)NC1=NC(=O)/C(=C/c2cc(C)n(-c3ccc(NC(C)=O)cc3)c2C)S1

Screen / compound no.	19	20	21	22	23	24
ASAP1 GAP inh	0	-16	-2	5	-11	7
Tn7 DDE FP	2	12	5	-7	5	-2
Tn6 DDE FP	1	3	2	8	2	2
PLCg1 inh	-37	-1	1	1	6	-64
sPLA2-III inh	-9	3	7	-4	-1	-10
PLC-beta3 inh	-60	-12	-4	-5	-1	-89
UHRF1 binding	-4	-1	-1	-1	0	-7
Rev-erbA mod	-3	-1	2	0	-5	19
ARFGAP1 inh	-8	9	7	-6	-19	3
proKLK7 act	0.2	0.2	-0.6	-0.5	-0.3	-5.9

# Reformatted: five of the compounds above.
entry	canonical_smiles	ASAP1 GAP inh	Tn7 DDE FP	Tn6 DDE FP	PLCg1 inh	sPLA2-III inh	PLC-beta3 inh	UHRF1 binding	Rev-erbA mod	ARFGAP1 inh	proKLK7 act
3	Cc1ccc2nc(-c3cccs3)oc(=O)c2c1	9	-2	-2	-11	-4	-20	-1	1	3	-0.4
4	CCOC(=O)C(NC(=O)c1ccccc1)(N1CCCC1=O)C(F)(F)F (stereo not given)	2	-8	0	1	-1	6	-1	2	4	-0.3
5	O=C1NCCN1CCNS(=O)(=O)c1ccc(F)cc1	14	2	-6	2	7	1	4	0	13	0.3
6	Oc1ccc(C=Nc2ccccc2-c2nc3ccccc3[nH]2)cc1	-5	-1	-6	i	-24	i	6	2	-1	81*
7	COc1ccc(-c2csc(/N=C/N(C)C)n2)cc1OC	-6	-3	-6	6	2	1	-4	0	4	-0.5

# More records.
25) COc1ccc2cc(CN(CC3CCCO3)S(=O)(=O)c3ccccc3)c(=O)[nH]c2c1 (stereo not given)
26) COc1cc2c(C(=O)N3CCN(c4ccccc4)CC3)c(C)oc2cc1Br
27) O=C(NCCCCCCNC(=O)OCCO)OCCO
28) CCOc1ccc(N(CC(=O)Nc2ccc(C)c(C)c2)S(C)(=O)=O)cc1
29) CN1CCN(c2ccc(CNS(=O)(=O)c3ccccc3)cc2)CC1
30) COc1ccc(S(=O)(=O)Nc2c(NC3CCCCC3)c3ccccc3oc2=O)cc1OC

Screen / compound no.	25	26	27	28	29	30
ASAP1 GAP inh	-9	5	10	10	-2	8
Tn7 DDE FP	7	-1	-3	2	-3	-2
Tn6 DDE FP	0	12	3	2	1	1
PLCg1 inh	-11	0	4	1	4	1
sPLA2-III inh	-12	-1	5	-18	15	-17
PLC-beta3 inh	-19	4	2	-7	-4	-5
UHRF1 binding	-2	-1	3	1	8	-3
Rev-erbA mod	-5	-5	2	-2	-4	4
ARFGAP1 inh	3	6	-1	9	-15	-13
proKLK7 act	0.5	-0.5	-0.5	-0.2	-0.6	0.8

31) CC(C)(C)c1ccc(NC(=O)CC2(C(F)(F)F)OCCO2)cc1
32) Cc1cc(C)n(C2CC(=O)N(c3cccc(Cl)c3)C2=O)n1 (stereo not given)
33) O=C(NCc1ccccc1)C(c1ccccc1F)N(C(=O)c1csnn1)C1CCCC1 (stereo not given)
34) Cc1cc(NS(=O)(=O)c2ccc(NC(=O)CSc3nnc(-c4ccco4)n3C)cc2)nc(C)n1
35) COC(=O)c1cccc(-n2c(=O)n(Cc3ccccc3)c(=O)c3[nH]cnc32)c1C
36) CSc1ccc(C(=O)C2CCCN(C(=O)c3nonc3C)C2)cc1 (stereo not given)

Screen / compound no.	31	32	33	34	35	36
ASAP1 GAP inh	-6	2	-9	-3	2	2
Tn7 DDE FP	-1	9	0	10	1	8
Tn6 DDE FP	-2	-2	4	5	5	-8
PLCg1 inh	7	2	-2	0	0	1
sPLA2-III inh	-1	-7	-5	-3	0	4
PLC-beta3 inh	8	0	-2	-1	-8	-10
UHRF1 binding	3	0	1	-1	2	-1
Rev-erbA mod	9	1	2	2	9	2
ARFGAP1 inh	-15	3	5	-6	3	13
proKLK7 act	-0.1	0.4	0.1	0.6	0.1	-0.1

37) COc1ccc(NC(=O)Cn2nnc(C(=O)NCc3ccc4c(c3)OCO4)c2N)cc1
38) O=C(CNC(=O)c1ccc(Br)o1)NCC1COc2ccccc2O1 (stereo not given)
39) CCCc1nn(CCc2ccccn2)c(N)c1CC
40) CCOCCCn1c(SCC(=O)Nc2ccc(NC(C)=O)cc2)nc2ccccc2c1=O
41) Cn1cnnc1SCC(=O)Nc1ccc(N2CCCCC2)cc1
42) Cc1ccc(Sc2ccc(/C=C3/C(=O)NN(c4ccccc4)C3=O)o2)cc1

Screen / compound no.	37	38	39	40	41	42
ASAP1 GAP inh	3	-7	6	-3	-10	3
Tn7 DDE FP	-5	0	-1	-2	-8	1
Tn6 DDE FP	7	-4	4	-5	7	1
PLCg1 inh	3	3	2	3	-3	1
sPLA2-III inh	-4	7	0	-3	1	7
PLC-beta3 inh	6	-14	0	0	-1	-9
UHRF1 binding	-1	3	0	-3	-3	9
Rev-erbA mod	2	0	1	6	5	5
ARFGAP1 inh	-8	9	9	-11	4	-12
proKLK7 act	-0.2	0.3	0.3	0.2	0.4	-0.1

43) COC(=O)c1cccc(NC(=S)NC(C)C)c1
44) COc1ccc(-n2ccnc2SCC(=O)NCc2ccc3c(c2)OCO3)cc1
45) COc1ccc(NC(=O)c2ccc(-n3cccn3)nc2)cc1
46) Cc1csc(SCC(=O)Nc2cccc(S(=O)(=O)N3CCCC3)c2)n1
47) CCOC(=O)c1c(S(=O)(=O)NCC(=O)Nc2ccccc2)c(C)n(C)c1C
48) CN(CC(=O)Nc1ccc(F)c(F)c1F)C(=O)c1ccc(=O)[nH]c1
49) CN(CC(=O)Nc1cccc(Cl)c1)S(=O)(=O)c1ccc2[nH]c(=O)oc2c1
50) CC(=O)c1cccc(CN2CCN(Cc3ccc(C)cc3)C(CCO)C2)c1 (stereo not given)
51) CCC1CCCN1Cn1cnc2c([nH]c3ccc(OC)cc32)c1=O (stereo not given)

Screen / compound no.	43	44	45	46	47	48	49	50	51
ASAP1 GAP inh	0	10	-1	0	12	5	9	7	-3
Tn7 DDE FP	6	4	2	8	-1	2	-1	-8	5
Tn6 DDE FP	-2	2	-5	4	6	8	0	-3	-3
PLCg1 inh	1	-1	2	1	3	3	2	1	-174
sPLA2-III inh	14	0	2	-8	4	5	-12	-3	2
PLC-beta3 inh	-4	0	0	2	-4	-1	-6	-1	-223
UHRF1 binding	6	0	0	-3	2	-1	4	-1	0
Rev-erbA mod	0	-1	3	1	-3	-1	-6	-6	3
ARFGAP1 inh	8	11	-2	14	11	-4	4	1	0
proKLK7 act	0.3	-0.1	0.8	-0.3	-0.7	-0.6	0.8	1.0	27*

# Source: PubChem BioAssay
